# proCasp7 act: counter-screen for procaspase-3 activators: activators of human procaspase-7; actives 0.093% (n = 330,000); recombinant procaspase-7, Ac-DEVD-pNA absorbance 405 nm; D23A/D198A/D206A triple mutant, cannot self-cleave; scale: DMSO 0, 5 µM enzyme 100; AID 463210; P55210; activation, % at 8.5 µM;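 active = percent activation above the screen-wide mean plus 3 SD, cut at about 25% in these data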
# Target sequence (P55210 whole entry D23A/D198A/D206A): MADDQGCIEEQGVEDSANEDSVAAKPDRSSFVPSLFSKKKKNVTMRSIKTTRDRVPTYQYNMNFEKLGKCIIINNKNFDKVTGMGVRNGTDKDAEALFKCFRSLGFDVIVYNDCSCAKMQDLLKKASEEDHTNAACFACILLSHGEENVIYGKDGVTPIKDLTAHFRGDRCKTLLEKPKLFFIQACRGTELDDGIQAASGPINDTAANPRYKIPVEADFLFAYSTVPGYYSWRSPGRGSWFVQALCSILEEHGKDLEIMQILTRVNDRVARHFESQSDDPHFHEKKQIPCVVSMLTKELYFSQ
#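 buffer or medium = Zinc-free HEPES/NaCl buffer, pH 7.4 | material = Procaspase-7 triple mutant (PC-7 D3A) | input = 2 µM procaspase-7 mutant as dispensed | signal = Epi-absorbance of released pNA at 405 nm, two timepoints | timing = 1 h preincubation, 2 h reaction | replicates = singlicate compound testing | evaluation = % activation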
# CTSL1 counter: counter-screen for PFM18AAP inhibitors: inhibitors of F. hepatica cathepsin L1; AID 1906; actives 0.49% (n = 300,000); inhibition, % at 5.96 µM; recombinant F. hepatica cathepsin L1, Z-Leu-Arg-MCA fluorescence;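 active = inhibition above the mean of all tested compounds plus 3 SD, set per screening campaign, cut at about 17% in these data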;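 note: 0% = plate median of test compound wells and 100% = 1 µM Z-Phe-Ala-diazomethylketone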
# procasp3 activ: procaspase-3 (human) activation. actives 0.11% (n = 330,000). activation, % at 8.5 µM. recombinant procaspase-3 D3A, Ac-DEVD-pNA absorbance 405 nm. P42574;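 active = activation above the mean of all tested compounds plus 3 SD, cut at about 21% in these data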;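 note: 0% = DMSO alone and 100% = DMSO wells spiked with extra 5 µM PC-3 D3A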
# Target sequence (P42574 whole entry D9A/D28A/D175A): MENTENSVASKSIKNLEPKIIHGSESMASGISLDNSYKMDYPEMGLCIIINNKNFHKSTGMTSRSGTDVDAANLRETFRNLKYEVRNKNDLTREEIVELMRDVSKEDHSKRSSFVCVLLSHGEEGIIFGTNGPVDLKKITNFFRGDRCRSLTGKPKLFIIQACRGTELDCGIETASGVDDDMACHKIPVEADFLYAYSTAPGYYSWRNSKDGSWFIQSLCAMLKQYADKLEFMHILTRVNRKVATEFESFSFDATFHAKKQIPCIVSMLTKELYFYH
#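 assay system = Procaspase-3 D3A mutant | signal = absorbance at 405 nm, 0 and 120 min | times = 1 h preincubation plus 2 h reaction at 25 °C | repeats = single replicate | read-out = % activation between DMSO and enzyme-spiked controls | medium = Zinc-free HEPES saline buffer with Triton X-100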
# PP5 primary: inhibitors of human protein phosphatase 5 (PP5) | purified PP5c, OMFP substrate fluorescence | inhibition, % at 6.7 µM | actives 0.18% (n = 320,000);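 active = inhibition above the campaign's mean inhibition across all tested compounds plus 3 SD, cut at about 9.5% in these data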;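 note: 0% = DMSO only and 100% = 100 µM cantharidin control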
# Target sequence (P53041 whole entry, looked up): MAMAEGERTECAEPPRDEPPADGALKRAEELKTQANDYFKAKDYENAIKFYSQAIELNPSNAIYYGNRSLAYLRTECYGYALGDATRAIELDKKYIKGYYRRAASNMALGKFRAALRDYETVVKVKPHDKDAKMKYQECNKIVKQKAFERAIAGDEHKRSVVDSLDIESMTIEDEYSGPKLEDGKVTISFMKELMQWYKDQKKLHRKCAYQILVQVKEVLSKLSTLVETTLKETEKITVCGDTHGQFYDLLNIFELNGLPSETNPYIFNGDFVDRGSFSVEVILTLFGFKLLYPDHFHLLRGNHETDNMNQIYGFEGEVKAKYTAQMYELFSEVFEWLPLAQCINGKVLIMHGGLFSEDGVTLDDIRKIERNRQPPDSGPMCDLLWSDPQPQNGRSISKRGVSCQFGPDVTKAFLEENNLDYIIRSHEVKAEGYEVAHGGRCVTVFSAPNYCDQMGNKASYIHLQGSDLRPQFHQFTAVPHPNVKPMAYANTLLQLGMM
# GRK2 aptamer HTS: human GRK2 inhibition via aptamer displacement; bead flow cytometry, FAM-aptamer displacement from GRK2; inhibition of aptamer binding, % at 10 µM; actives 0.59% (n = 330,000);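 active = inhibition of aptamer binding above 40%, roughly 3 SD of noise, on plates passing a quality check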;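 note: median bead fluorescence of bound FAM aptamer so fluorescent compounds give negative values; no value below 0 was filed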
# core dimer inh: HCV core protein dimerization inhibition | TR-FRET GST/Flag-core106 dimerization, 1536-well | inhibition, % at 5 µM | actives 0.33% (n = 300,000) | AID 1899;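 active = inhibition above the mean of all tested compounds plus 3 SD, set per screening campaign, cut at about 45% in these data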
#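 Assay system: GST-tagged and Flag-tagged HCV core protein residues 1-106 / Times: compound-protein-antibody incubation 4 h at 22.5 °C / Signal: time-resolved FRET, ex 340 nm, em 617 and 671 nm / Evaluation: % inhibition based on acceptor/donor emission ratio / Benchmarks: wells lacking GST-core106 and wells with excess unlabelled core106 / Repeats: singlicate, one well per compound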
# PP1 inh: counter-screen for PP5 inhibitors: inhibitors of human PP1-alpha; P62136; purified PP1alpha, OMFP fluorescence; inhibition, % at 6.7 µM; actives 0.9% (n = 320,000); AID 2235;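 active = inhibition above the mean inhibition of all tested compounds plus 3 SD, computed separately for each screening campaign, cut at about 15% in these data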
# VLA-4 inh: inhibition in a human VLA-4 binding assay. P13612. VLA-4 expressing cells, ligand binding flow cytometry. inhibition, % (about 7 µM as worked out from the volumes in the protocol). actives 0.2% (n = 330,000); in the data active = inhibition above about 50%
# JMJD2C inh: inhibitors of human GASC-1 (JMJD2C) demethylase; Q9H3R0; GST-JMJD2C(1-420) H3K9me3 demethylation, DELFIA europium; inhibition, % at 2.35 µM; actives 0.069% (n = 330,000); AID 2099;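 active = more than half of a compound's replicate wells show inhibition beyond 50%, single wells judged on their own value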;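 note: signal counts dimethyl H3K9 product captured on neutravidin plate; 0% = median of DMSO wells and 100% = 0.3 times that DMSO median; strong numbers were not always called active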
# * hit, by the source's call; · = not tested or not shown; & = joins results of further samples.
SMILES,proCasp7 act,CTSL1 counter,procasp3 activ,PP5 primary,GRK2 aptamer HTS,core dimer inh,PP1 inh,VLA-4 inh,JMJD2C inh
CCCCn1c(SCC(=O)Nc2ccccc2C(F)(F)F)nc2ccsc2c1=O,13,6,5,4.7,0,0,5,-8,-22
COc1ccc(N2CCN(C(CNC(=O)C(=O)NC3CCCC3)c3ccco3)CC2)cc1 (configuration not stated),12,0,-2,-0.8,4,-3,-3,34,-6
COc1cccc(-n2nnnc2SCC(=O)c2ccc(NC(C)=O)cc2)c1,-7,-1,0,4.0,3,-1,0,0,-4
CC1CCCC(NC(=O)C2CCC(CNc3c(N4CCCC4)c(=O)c3=O)CC2)C1C (configuration not stated),13,1,-7,1.7,0,-3,-1,19,7
O=c1c(Cc2ccc(F)cc2)c(O)ccn1CCc1ccccn1,-1,-2,-1,-1.2,2,-1,-3,-5,2
CCOC(=O)Cn1c(C)c(C#N)c2ccccc21,6,2,-1,-6.0,0,-11,-10,-10,6
N#C/C(=C(/O)COC(=O)CCc1ccc(S(=O)(=O)N2CCOCC2)cc1)c1nc2ccccc2[nH]1,-3,-3,-6,-0.4,3,16,-1,1,-32
CNc1snc(C)c1C(=O)OCC(=O)N(C)c1ccccc1,1,·,0,1.1,4,·,-4,-38,·
O=C(O)c1ccccc1OCCOc1ccccc1C(=O)O,2,-3,-2,0.7,2,-3,3,6,36
Cc1ccc(Cc2nnc3n(-c4cccc(C)c4)nc(C(=O)c4ccccc4)n3c2=O)cc1,12,8,-5,0.3,0,12,6,-12,2
O=C(C1CCC(CNc2c(N3CCCC3)c(=O)c2=O)CC1)N1CCc2ccccc21 (configuration not stated),1,9,-1,-3.8,0,0,3,3,-9
COc1nccc(Nc2ccccc2)c1C#N,6,1,2,0.5,7,1,-3,0,4
COc1ccc(CCNC(=O)c2cc3c(=O)n4cccc(C)c4nc3n(CCCN3CCOCC3)c2=N)cc1,-2,4,-5,-0.6,0,6,-7,-79,-7
Nc1nc2ncc(C(=O)c3cc(Cl)cc(Cl)c3O)cc2s1,7,-2,-4,-2.2,0,33,-2,-11,2
CC1CCN(Cc2ccc(-c3nnn(CC(=O)NC4CCCCC4)n3)cc2)CC1,9,-3,10,-1.4,0,-1,-7,-6,-1

# Looked up above:
# In CTSL1 counter, COc1cccc(-n2nnnc2SCC(=O)c2ccc(NC(C)=O)cc2)c1 has -1
# In VLA-4 inh, CCOC(=O)Cn1c(C)c(C#N)c2ccccc21 has -10
# In PP5 primary, CNc1snc(C)c1C(=O)OCC(=O)N(C)c1ccccc1 has 1.1
# In PP1 inh, O=C(C1CCC(CNc2c(N3CCCC3)c(=O)c2=O)CC1)N1CCc2ccccc21 (configuration not stated) has 3

# New compounds follow:
SMILES,proCasp7 act,CTSL1 counter,procasp3 activ,PP5 primary,GRK2 aptamer HTS,core dimer inh,PP1 inh,VLA-4 inh,JMJD2C inh
CCN(CC)C(=O)Cn1cc(C(=O)C(=O)NCc2cccs2)c2ccccc21,-2,10,2,-0.2,0,3,-3,-5,·
O=C(c1ccco1)N1N=C(c2cccs2)CC1c1ccccc1O (configuration not stated),-1,4,7,2.5,21,6,5,7,-11
O=C(CCCNC(=O)c1ccc(Cl)cc1)Nc1ccccc1F,-6,1,1,1.1,0,7,-2,-3,9
N#Cc1ccccc1OCC(=O)NNC(=O)c1ccncc1,21,·,5,1.3,1,·,-2,11,-11
Cc1cccc(C)c1NC(=O)C(c1ccc([N+](=O)[O-])cc1)N(C)C(=O)c1ccccn1 (configuration not stated),-2,3,0,1.1,0,-6,0,-6,-24
COc1cccc(CNC(=O)c2cccnc2Sc2ccc(Cl)cc2)c1,11,1,8,2.0,0,8,0,12,38
Cc1ccc(F)c(NC(=O)C2CCCCC2C(=O)O)c1 (configuration not stated),3,1,7,1.4,1,-4,-1,2,3
CCOC(=O)C(C)Oc1nc(Oc2ccccc2)nc(N(C)C)n1 (configuration not stated),-3,-1,2,1.5,2,4,-4,3,-4
CN(C)CC(C)(C)CNS(=O)(=O)c1ccc(Cl)cc1,-6,1,-3,-1.2,0,1,-5,-20,-15
Cc1ccc2[nH]c(=O)c(CN(Cc3cccnc3)Cc3nnnn3CC3CCCO3)cc2c1 (configuration not stated),10,4,15,-0.9,2,1,-4,·,-6
CCOC(=O)N1CCN(c2ccc3nnnn3n2)CC1,-8,7,-3,-0.3,0,1,-1,2,3
CC(=O)c1ccc([C@H]2C[C@@]34CN(C(=O)OC(C)(C)C)S(=O)(=O)[C@H]3C[C@H]2O4)cc1,6,-9,-7,0.0,0,-22,-3,7,-14
C=C1CCN(c2ccc(C(=O)NCc3ccccc3)cc2[N+](=O)[O-])CC1,8,-2,-2,2.1,2,-11,6,29,5
Cc1cc(C(=O)Nc2ccc3nc(C)sc3c2)c2ccccc2n1,-1,1,8,2.0,0,0,-3,-5,9
CC1(C)Cc2c(sc3nc[nH]c(=O)c23)CO1,4,0,3,-1.1,0,-5,-5,-5,-2

# Two entries from above, with bars between the fields.
mol | proCasp7 act | CTSL1 counter | procasp3 activ | PP5 primary | GRK2 aptamer HTS | core dimer inh | PP1 inh | VLA-4 inh | JMJD2C inh
N#C/C(=C(/O)COC(=O)CCc1ccc(S(=O)(=O)N2CCOCC2)cc1)c1nc2ccccc2[nH]1 | -3 | -3 | -6 | -0.4 | 3 | 16 | -1 | 1 | -32
CCOC(=O)Cn1c(C)c(C#N)c2ccccc21 | 6 | 2 | -1 | -6.0 | 0 | -11 | -10 | -10 | 6

# Already shown: an excerpt of the list.
SMILES,proCasp7 act,CTSL1 counter,procasp3 activ,PP5 primary,GRK2 aptamer HTS,core dimer inh,PP1 inh,VLA-4 inh,JMJD2C inh
COc1nccc(Nc2ccccc2)c1C#N,6,1,2,0.5,7,1,-3,0,4
COc1ccc(CCNC(=O)c2cc3c(=O)n4cccc(C)c4nc3n(CCCN3CCOCC3)c2=N)cc1,-2,4,-5,-0.6,0,6,-7,-79,-7
Nc1nc2ncc(C(=O)c3cc(Cl)cc(Cl)c3O)cc2s1,7,-2,-4,-2.2,0,33,-2,-11,2

# Fetched one by one from the entries so far, 2 records:
SMILES,proCasp7 act,CTSL1 counter,procasp3 activ,PP5 primary,GRK2 aptamer HTS,core dimer inh,PP1 inh,VLA-4 inh,JMJD2C inh
O=C(c1ccco1)N1N=C(c2cccs2)CC1c1ccccc1O (configuration not stated),-1,4,7,2.5,21,6,5,7,-11
CCN(CC)C(=O)Cn1cc(C(=O)C(=O)NCc2cccs2)c2ccccc21,-2,10,2,-0.2,0,3,-3,-5,·

# (cont.)
SMILES,proCasp7 act,CTSL1 counter,procasp3 activ,PP5 primary,GRK2 aptamer HTS,core dimer inh,PP1 inh,VLA-4 inh,JMJD2C inh
CC(=O)c1cc2c(cc1NC(=O)Cc1c(C)noc1C)OCO2,-2,·,2,·,3,·,·,2,-3
CCOC(=O)CC1C(=O)NCCN1C(=O)c1ccc(Cl)c(Cl)c1 (configuration not stated),12,-2,3,0.3,3,4,-4,8,13
COc1cccc(-c2csc(N3CCN(S(=O)(=O)c4ccc(F)cc4)CC3)n2)c1,3,0,10,3.4,1,6,2,7,65&1
CCOC(=O)Cc1cnc(NC(=O)CSc2nc(C(C)C)cc(=O)[nH]2)s1,-6,-3,-10,2.3,3,-3,4,7,-9
CNC(=O)c1ccc(Nc2nnc(-c3ccc(C(N)=O)cc3)c3ccccc23)cc1,-9,1,10,0.1,0,6,-1,6,4
COCCNC(=O)C(=O)N/N=C(\C)CC(=O)Nc1cccnc1,4,-1,1,0.0,3,-2,-2,-7,-2
COc1ccc(COC(=O)C2=C(C)NC(=O)NC2c2ccc(F)cc2)cc1 (configuration not stated),-9,8,-1,3.7,0,-8,-3,-1,-4
COCCn1c(=O)[nH]c2cc(C(=O)N3CCN(c4cccc(C)c4C)CC3)ccc2c1=O,-1,0,-4,-0.1,0,-7,1,9,-8
O=C(Nc1ccc(F)cc1F)c1ccc2c(c1)[nH]c(=O)n2Cc1ccc(F)cc1,10,2,9,0.3,3,7,-1,19,21
CNC(=O)c1c(C)[nH]c(=S)c(C#N)c1-c1ccco1,-34,4,-22,1.8,1,3,0,2,2
Cn1c(SCC(=O)Nc2ccc(N3CCOCC3)cc2)nnc1-c1ccccc1F,-6,5,7,-1.0,0,7,0,-4,-2
O=[N+]([O-])c1cc(/C=N/N2CCN(Cc3ccccc3)CC2)ccc1Cl,0,1,-4,-0.1,0,-1,-2,-4,12
O=C(O)CS(=O)CC(=O)NCc1cccc(C(F)(F)F)c1 (configuration not stated),4,-3,3,4.6,0,10,-4,4,11
COc1ccc(-c2nc(-c3ccccc3)c(-c3cc([N+](=O)[O-])ccc3C)[nH]2)cc1OC,-4,1,2,0.4,1,5,1,-7,-1
Cc1ccnc(NC(=O)COC(=O)C23CC4CC(CC(C4)C2)C3)n1,3,0,6,-0.6,6,0,-4,14,-7
COc1ccc(CCNC(=O)c2cnc3n(c2=O)CCS3)cc1OC,1,41*,-8,1.3,16,-3,0,8,4
O=C(COC(=O)CNC(=O)c1cccc(OC(F)F)c1)NNC(=O)c1ccccc1,5,·,2,-0.8,2,·,-5,2,-2
OCCC1CN(Cc2ccc(-c3ccco3)cc2)CCN1Cc1ccsc1 (configuration not stated),-8,-4,0,-3.1,0,-1,-7,7,33
Cc1nnc(-c2cccc(Br)c2)c2cn(-c3ccc(Br)cc3)nc12,-1,2,3,3.5,0,-4,13,-6,-1
C=CCN1C(=O)C2(OCCO2)c2cc(C)ccc21,0,-3,0,0.8,0,-4,-1,-4,-6
CCOC(=O)C1=C(O)C(=O)N(Cc2cccnc2)C1c1ccc(C)cc1 (configuration not stated),7,4,-2,0.8,2,-8,3,-1,-40
N=c1c(C(=O)NCc2ccc(F)cc2)cc2c(=O)n3ccccc3nc2n1CCCN1CCOCC1,-7,-1,-13,0.3,0,-1,2,3,-1
COc1cc(OC)cc(C(=O)N[C@H](C(=O)OCC(=O)Nc2ccc(C(N)=O)cc2)C(C)C)c1,-3,-16,-2,3.4,1,10,0,20,11
CCC/C(=C1/c2ccccc2C(=O)N1c1ccccc1)c1ccc(O[C@@H]2CCCCO2)cc1,4,·,-6,·,0,·,·,-4,11
COc1cccc(-c2ccc3nnc(SCC(=O)N4CCOCC4)n3n2)c1,3,2,9,-0.8,4,-3,1,-20,17
COc1ccc(CN2C(=O)c3ccccc3C2=O)cc1C(=O)N(C)CC(=O)Nc1ccc(F)cc1,-2,·,-3,1.1,1,·,-4,11,3
CN(c1ccc(OCC(=O)N2CCCCC2)cc1)S(=O)(=O)c1cccs1,-1,4,2,1.0,4,0,-2,8,64*
COc1ccc(C(=O)OCC(=O)NCC2CCCO2)cc1[N+](=O)[O-] (configuration not stated),1,-6,5,1.4,1,-3,1,31,3

# This is a random part of the collection. Share with any hit: about 2.6%.
